Source: PubChem BioAssay
LMNA splice mod – qHTS Assay for Modulators of Lamin A Splicing | HeLa LMNA splicing GFP/RFP minigene ratio, 48 h | Potency, µM (series often up to 46.1 µM), for inactives: at the top dose ratio change, negative = inhibition, actives largely listed as inhibitors | actives 0.01% (n = 200,000); active means well fitted inhibition curve with a large enough effect in the signal ratio, with a control signal flat, not every such curve was filed as active; inconclusive means small, poorly fitted or top-dose-only effect, or effect the other way, or a change in a side signal; the % refers to the signal ratio; further: potency means the concentration at half of the fitted maximal effect; on the % scale 0 is the no-effect control and ±100 the full control effect
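S3 HeLa cells stably expressing lamin A-EGFP splicing minigene plus DsRed2, 600 cells/well, 48 h compound exposure at 37C. Laser-scanning cytometry; analysed as GFP (500-530 nm)/RFP (575-640 nm) total intensity ratio; 0.5% DMSO vehicle.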
HTT aggregate – qHTS Multiplex Assay to Identify Dual Action Probes in a Cell Model of Huntington: Aggregate Formation (GFP); PC12 HttQ103-GFP aggregates, Acumen cytometry, 40 h; Potency, µM (doses to about 46.1 µM), without a hit: top-dose activity change, negative = inhibition, actives largely listed as inhibitors; actives 1.1% (n = 220,000); further: potency means the concentration at half of the fitted maximal effect; on the % scale 0 is the no-effect control and ±100 the full control effect; nearly all actives have a fitted effect of over 60% in size
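Read-out: GFP aggregate count by laser scanning cytometer (488 nm excitation, 500-530 nm emission, 1–25 µm objects >6 SD above background). Cells: PC12, inducible HTTex1-Q103-GFP, 100 nM tebufenozide; compounds titrated.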
Luc counter – Counterscreen for Luciferase (Kinase-Glo TM) Inhibition; Luciferin 4-monooxygenase (Photuris pensylvanica), Q27757; Potency, µM (doses to about 38.3 µM), for the others: top-dose activity change, negative = inhibition, actives largely listed as inhibitors; Kinase-Glo luciferase, ATP luminescence, 8 min; AID 1379, 2008; actives 0.28% (n = 200,000); further: potency means the concentration at half of the fitted maximal effect; on the % scale 0 is the no-effect control and ±100 the full control effect; nearly all actives have a fitted effect of over 60% in size
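Luminescence was the read-out, taken after 8-minute incubation at ambient temperature. Luciferase turned over luciferin with 10 uM ATP in imidazole pH 7.2 buffer containing KCl, MgCl2, Tween 20 and BSA.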
CBFb-RUNX1 inh – qHTS Assay for Compounds Blocking the Interaction Between CBF-beta and RUNX1 for the Treatment of Acute Myeloid Leukemia | AID 1477, 2009 | Runt-related transcription factor 1 (Homo sapiens) + Core-binding factor subunit beta … | 230,000 tested, under 10 active | AlphaScreen CBFb-His/RUNX1-biotin binding, biochemical | Potency, µM (highest dose often 59.8 µM), without a hit: at the highest dose activity, negative = inhibition, most hits filed as inhibitors; further: % of control where 0% means no effect
Target sequence (Q01196 whole entry, looked up): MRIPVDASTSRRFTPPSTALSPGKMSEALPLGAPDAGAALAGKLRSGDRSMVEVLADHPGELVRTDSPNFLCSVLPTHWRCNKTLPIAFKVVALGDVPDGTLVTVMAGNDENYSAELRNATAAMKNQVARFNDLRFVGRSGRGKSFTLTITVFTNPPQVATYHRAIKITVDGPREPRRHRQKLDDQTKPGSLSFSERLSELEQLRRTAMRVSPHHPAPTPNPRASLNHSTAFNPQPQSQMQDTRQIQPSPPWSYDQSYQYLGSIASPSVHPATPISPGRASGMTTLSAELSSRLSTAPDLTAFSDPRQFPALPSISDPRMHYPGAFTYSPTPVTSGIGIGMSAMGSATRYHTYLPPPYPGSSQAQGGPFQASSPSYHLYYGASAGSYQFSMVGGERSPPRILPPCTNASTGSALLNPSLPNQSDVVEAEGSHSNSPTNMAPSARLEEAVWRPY
Target sequence (Q13951 whole entry, looked up): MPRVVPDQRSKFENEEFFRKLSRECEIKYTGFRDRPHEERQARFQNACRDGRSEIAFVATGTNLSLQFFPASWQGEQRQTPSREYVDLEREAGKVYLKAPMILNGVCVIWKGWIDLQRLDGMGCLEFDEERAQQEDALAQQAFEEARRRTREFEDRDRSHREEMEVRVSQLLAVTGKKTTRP
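Interaction loss through any mechanism counts as activity. Pre-formed complex of His-CBF-beta and biotin-RUNX1 (30 nM apiece) is incubated with compound 15 min, then with 50 ng nickel and 50 ng streptavidin beads for 90 min before AlphaScreen detection.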
HTT cytoprotect – qHTS Multiplex Assay to Identify Dual Action Probes in a Cell Model of Huntington: Cytoprotection (ATP); PC12 HTT-Q103 induced, cytoprotection, ATP luminescence, 40 h; Potency, µM (titrated, usually from 56.4 µM), for inactives: cytoprotection (ATP increase), hits mostly activators; actives 0.14% (n = 230,000); AID 1471, 2008;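 further: potency means the concentration at half of the fitted maximal effect; % of control where 0% means no effect; nearly all actives have a fitted effect of over 45% in size; toxic huntingtin expression switched on by the ecdysone agonist tebufenozide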
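Readout: ATPlite luminescence (ATP level). Model: stable PC12, inducible Htt exon1 Q103-GFP. Inducer: tebufenozide, 100 nM final. Compounds: dose series. No G418 in medium.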
SMN2 splice enh – qHTS Assay for Enhancers of SMN2 Splice Variant Expression. HEK293 SMN2-luciferase splicing reporter, luminescence, 30-36 h. actives 2.8% (n = 210,000). Potency, µM (series often up to 46.1 µM), without a hit: at the top dose activity change, positive = activation, hits mostly activators; further: potency means the concentration at half of the fitted maximal effect; % of control where 0% means no effect; nearly all actives have a fitted effect of over 55% in size
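qHTS luciferase splicing reporter: luminescence rises when SMN2 exon 7 is included in transfected HEK293 cells. Compound exposure lasted 30-36 h at 37C, with 4.5 mM final sodium butyrate as control, followed by a ONE-Glo read.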
IMPase Li cell – qHTS Assay for Identifying the Cell-Membrane Permeable IMPase Inhibitors: Potentiation with Lithium | CHO-M1 cells, IP1 TR-FRET (IP-One), carbachol + lithium | Potency, µM (top dose mostly 59.4 µM), inactives show at the top dose activity, negative = IMPase inhibition, usual class: inhibitors | actives 0.35% (n = 210,000) | AID 1457, 2008;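 further: IP1 builds up when IMPase is blocked and the TR-FRET signal falls; potency means the concentration at half of the fitted maximal effect; plate controls were basal vehicle for no effect and high inhibitor control for full effect; nearly all actives have a fitted effect of over 50% in size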
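IP1 accumulation measured by competitive TR-FRET in lysed CHO-M1 cells after 30 min compound exposure at 37C, with a small lithium addition to potentiate weak responses. Hill-equation AC50 from ratio and donor-channel data.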
The depositor's hits bear a star; u = inconclusive; x = not tested or not shown; [ ] = remark or other dose. Unless noted, the call rests on the fitted dose curve; in most records, active means well fitted curve in the direction sought with a large enough effect; inconclusive means small, poorly fitted or top-dose-only effect, or another doubt; inactive means no such curve, though single readings can be large; an effect the other way counts as inactive or inconclusive. This is a random part of the collection, and some 4% of all compounds hit somewhere here.

The first 6 records (preview)
SMILES	LMNA splice mod	HTT aggregate	Luc counter	CBFb-RUNX1 inh	HTT cytoprotect	SMN2 splice enh	IMPase Li cell
CCc1nnc(NS(=O)(=O)c2ccc(NC(=O)c3cccc(Cl)c3)cc2)s1	17%[46 µM]	20%	5%	23%	-28%	12%	-4%
COC(=O)c1[nH]c(=O)c2ccccc2c1O	-2%	u	-1%	3%	x	9%	5%
COc1ccc(CCNc2cc(C)nc3c(-c4ccccc4)cnn23)cc1OC	u	10%	0%	-4%	10%[10 µM]	-29%	-7%
O=C1CCCC(O)=C1N=Nc1ccc(Cl)c(Cl)c1	-1%[9.22 µM]	1%	-8%	-14%	-7%	-4%	-4%
CC(=O)OC1C(=O)[C@@]2(C)C(O)CC3OC[C@]3(OC(C)=O)C2C(OC(=O)c2ccccc2)[C@]2(O)CC(OC(=O)C(O)C(NC(=O)c3ccccc3)c3ccccc3)C(C)=C1C2(C)C (some centres not stated)	x	x	-5%	5%	-139%[inhibitor]	8%	26%
COC(=O)CCN(C)CCC(=O)OC	12%	31%	6%	2%	0%	10%	-4%[38.3 µM]

The listing (from the top)
SMILES	LMNA splice mod	HTT aggregate	Luc counter	CBFb-RUNX1 inh	HTT cytoprotect	SMN2 splice enh	IMPase Li cell
CCc1nnc(NS(=O)(=O)c2ccc(NC(=O)c3cccc(Cl)c3)cc2)s1	17%[46 µM]	20%	5%	23%	-28%	12%	-4%
COC(=O)c1[nH]c(=O)c2ccccc2c1O	-2%	u	-1%	3%	x	9%	5%
COc1ccc(CCNc2cc(C)nc3c(-c4ccccc4)cnn23)cc1OC	u	10%	0%	-4%	10%[10 µM]	-29%	-7%
O=C1CCCC(O)=C1N=Nc1ccc(Cl)c(Cl)c1	-1%[9.22 µM]	1%	-8%	-14%	-7%	-4%	-4%
CC(=O)OC1C(=O)[C@@]2(C)C(O)CC3OC[C@]3(OC(C)=O)C2C(OC(=O)c2ccccc2)[C@]2(O)CC(OC(=O)C(O)C(NC(=O)c3ccccc3)c3ccccc3)C(C)=C1C2(C)C (some centres not stated)	x	x	-5%	5%	-139%[inhibitor]	8%	26%
COC(=O)CCN(C)CCC(=O)OC	12%	31%	6%	2%	0%	10%	-4%[38.3 µM]
O=C(N/N=C/c1cccnc1)c1cc(-c2cccs2)nc2ccccc12	u	-13%	-1%	-4%	3%[10 µM]	0%	11%
CC(Sc1ccc2c(c1)OCCO2)C(=O)Nc1ccc2c(c1)OCO2 (configuration not stated)	u	-1%	14%	4%	-17%	-11%	-2%[38.3 µM]
COc1cc(OC)cc(C(=O)NCCOC23CC4CC(CC(C4)C2)C3)c1	33%[46 µM]	-10%	1%	4%	-3%	-2%	4%
COc1cc(/C=N/NC(=O)c2ccncc2)ccc1OC(=O)c1ccccc1Cl	-13%[46 µM]	x	-1%	-5%	x	-1%	16%
O=C(NC1CCS(=O)(=O)C1)/C(=C\c1ccc(F)cc1)NC(=O)c1ccccc1 (configuration not stated)	x	-3%	0%	9%	-4%	7%	3%
CN1CCN(CCCNC(=O)C2CC(=O)N(C3CCCCC3)C2)CC1 (configuration not stated)	8%	-15%	2%	2%	-15%[0.074 µM]	-3%	11%[38.3 µM]
Cc1ccc(-c2csc3ncn(CC#N)c(=O)c23)cc1	x	6%[9.22 µM]	0%	9%	-17%[10 µM]	x	0%
CC(=O)c1c(Nc2cccc(F)c2)oc(C)cc1=O	x	24%[9.22 µM]	x	-5%	2%[10 µM]	x	x
CCCCCCCCn1cnc2c(N)c(C)c(C)cc21	3%	8%	-5%	-1%	-66%[inhibitor]	-4%	23%[38.3 µM]
COc1ccc(CN(C)CC(=O)NC(=O)NCc2ccccc2)cc1OC	-12%	4%	-1%	-2%	11%[10 µM]	0%[1.84 µM]	3%
Cc1cc(C)cc(N2C(=O)CC(n3nc(C)cc3C)C2=O)c1 (configuration not stated)	-2%	1%[9.22 µM]	5%	3%	-5%	u	-1%[38.3 µM]
O=c1oc2c(CN3CCCCC3)c(O)ccc2c2c1CCCCC2	u	-8%	-8%	5%	-2%	-20%	-25%[38.3 µM]
O=C1CC(N2CCSCC2)C(=O)N1c1ccc(F)cc1 (configuration not stated)	x	39%[9.22 µM]	x	2%	32%[10 µM]	x	x
O=C(c1ccc(S(=O)(=O)N2CCOCC2)cc1)N1CCCc2ccccc21	1%	-2%	-1%	4%	-6%	-13%	-2%[38.3 µM]
O=C(NC1CCCc2ccccc21)c1ccccc1Cl (configuration not stated)	-9%[46 µM]	5%	1%	0%	-1%	8%	5%
Cc1cc(C)n2nc(CCCO)nc2n1	x	-3%	1%	15%	-10%	x	-5%
Cc1cc(C)cc(NC(=S)N(CCCN2CCN(C)CC2)Cc2cccs2)c1	x	4%	0%	-7%	-18%	-41%	7%
Cn1ncc2c(NCc3cccc(C(F)(F)F)c3)c(C(=O)O)cnc21	x	-8%	3%	0%	-16%	-4%	-2%
Cc1cccc(Nc2ncnc(N)c2[N+](=O)[O-])n1	17%[46 µM]	u	-1%	2%	16%[10 µM]	-16%	6%
CCOc1cc(C(=O)NCc2ccc(-c3nc4ccccc4o3)cc2)cc(OCC)c1OCC	5%	-1%	x	1%	-33%	x	x
O=C(Cn1cnc2ccccc21)Nc1cc(C(F)(F)F)ccc1N1CCOCC1	-6%	28%[9.22 µM]	-4%	3%	2%[10 µM]	12%	6%[38.3 µM]
CCOc1ccc(C(=O)c2nc3c(n2O)CCCC3)cc1	u	5%	-3%	4%	-7%	-14%	-11%[38.3 µM]
CCC(=O)Nc1cc(-c2nnc(OC)c3ccccc23)ccc1N1CCOCC1	-3%	11%	2%	2%	-9%	-10%	-13%[38.3 µM]
CC(C)OCCCNC(=O)CNC(=O)c1cccs1	1%	-7%	10%	7%	-16%[0.074 µM]	-20%	-24%[38.3 µM]
COc1ccc(C(=O)N2CCC3(CCCN(C)C3)CC2)cc1	x	x	-3%	x	-4%	2%	-3%
O=C(NCc1ccc2c(c1)OCO2)C(=O)NCC1CCCO1 (configuration not stated)	x	-20%	-1%	1%	4%[10 µM]	-4%	-7%
CCCNC(=O)NC(C(=O)OC)C12CC3CC(CC(C3)C1)C2 (configuration not stated)	2%	19%	2%	6%	-3%[1.9 µM]	-3%	35%[38.3 µM]
COc1ccc(Cc2nnc(NC(=O)c3ccccc3[N+](=O)[O-])s2)cc1	4%[46 µM]	-12%	0%	9%	-27%	4%	-2%
CCOC(=O)c1ccc(OS(=O)(=O)c2ccccc2)c(OC)c1	-11%	-2%	0%	21%	7%[0.074 µM]	11µM*	8%
O=C(O)C1CCC(CN(Cc2cccc(Br)c2)C(=S)Nc2ccccc2F)CC1 (configuration not stated)	x	7%	x	2%	-10%	x	-1%
Nc1nc(SCC(=O)C23CC4CC(CC(C4)C2)C3)n[nH]1	2%	0%	0%	2%	12%[10 µM]	7%	-5%[38.3 µM]
O=C(CCSc1ccccc1)N1CCOCC1	17%	-8%	-15%	6%	-26%[0.074 µM]	13µM*	12%[38.3 µM]
CCOC(=O)c1c(-c2ccc(C)cc2)csc1NC(=O)c1cccc(N2C(=O)CCC2=O)c1	-2%	17%	-2%	1%	-6%[10 µM]	-13%	2%
COc1c(F)c(F)c(C(=O)O)c(Nc2ccc(C)cc2C)c1F	x	3%	5%	6%	-24%	-11%	-13%
Cc1cc2c(cc1C)NC(CC(=O)NCc1ccccc1)C(=O)N2 (configuration not stated)	-6%	-7%	-3%	8%	0%[10 µM]	29%	-1%
CN(C)c1ccc(C2Nc3ccccc3C(=O)N2NS(=O)(=O)c2ccccc2)cc1 (configuration not stated)	-1%[46 µM]	28%	2%	-13%	-53%	-9%	9%
Cc1cccc(-c2nnc(SCC(=O)N3c4ccccc4CCc4ccccc43)n2C)c1	-15%	11%	-2%	0%	13%[10 µM]	-6%	5%
Cc1ccc(S(=O)(=O)NCc2ccc(C(=O)N3CCc4ccccc4C3)cc2)cc1	u	u	-1%	-2%	-13%[10 µM]	13%[1.84 µM]	9%
CN1CCN(CCCNC(=O)c2ccc(CS(=O)(=O)c3ccc(Br)cc3)o2)CC1	6%	10%	-1%	1%	-20%	-12%	1%[38.3 µM]
COc1ccc(Cn2c(=O)sc3ccccc3c2=O)cc1	11%[46 µM]	9%	-2%	24%	8%[10 µM]	-9%	14%
Cc1ccc(NC(=O)CSc2nnc(Cc3ccccc3)o2)cc1	15%[46 µM]	12%	1%	-1%	-18%	11%	3%
Cc1cccc(C(=O)Nc2sc(C(=O)N3CCCC3)c(C)c2C#N)c1	-6%	-3%	-3%	1%	2%	6%	11%[38.3 µM]
Cc1[nH]c2ccccc2c1C(=O)CN1CCN(C/C=C/c2ccccc2)CC1	7%	-21%	-2%	3%	-50%[inhibitor]	-20%	14%[38.3 µM]
Nc1nc(Nc2cccc(Cl)c2)nc(NCc2ccco2)c1[N+](=O)[O-]	x	0%[9.22 µM]	x	-15%	u	x	x
Following part
SMILES	LMNA splice mod	HTT aggregate	Luc counter	CBFb-RUNX1 inh	HTT cytoprotect	SMN2 splice enh	IMPase Li cell
COc1ccccc1-n1c([S-])c(C(=O)Nc2ccccc2C(F)(F)F)[n+]2ccc(C(=O)NCCO)cc12	u	-23%	-1%	-5%	-53%[inhibitor]	1%	-3%
CCOc1ccc2c(c1)c1nnc(SCC3CCCO3)nc1n2C (configuration not stated)	u	-5%	10%	2%	-31%	-8%	4%[38.3 µM]
CCOC(=O)C1CCCN(CCC(=O)Nc2ccccc2C)C1 (configuration not stated)	x	-10%[9.22 µM]	-5%	2%	-11%[10 µM]	x	14%
CC1CCN(c2c(NCC3CCC(C(=O)NCc4ccccc4)CC3)c(=O)c2=O)CC1 (configuration not stated)	-5%	17%	1%	-8%[2.36 µM]	x	2%	8%
CC12CS(=O)(=O)CC1SC(=S)N2c1ccccn1 (configuration not stated)	13%	1%	-3%	1%	53%	1%	-9%[38.3 µM]
